Plk1 PBD FP: inhibitors of human Plk1 polo box domain binding; Plk1 PBD phosphopeptide binding, fluorescence polarization; AID 693; P53350; 97,000 compounds, 0.13% hits; inhibition, %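 (tested at about 20 µM)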; in the data active = inhibition above about 34%, passing the limit was not always enough
ERa SRC1 pot: enhances coactivator binding to human estrogen receptor alpha; P03372; TR-FRET ERalpha-LBD/SRC-Cy5 coactivator binding, 2 h; 100 = basal binding, no effect; coactivator binding (% of control), % at 25.6 µM; 86,000 compounds, 1.3% hits; AID 639; in the data active = activity above about 200%;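 note: binding measured in presence of low estradiol as agonist stimulus; 0% = peptide alone without receptor and 100% = receptor with peptide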
Target sequence (P03372 whole entry, looked up, the tested form may be a part): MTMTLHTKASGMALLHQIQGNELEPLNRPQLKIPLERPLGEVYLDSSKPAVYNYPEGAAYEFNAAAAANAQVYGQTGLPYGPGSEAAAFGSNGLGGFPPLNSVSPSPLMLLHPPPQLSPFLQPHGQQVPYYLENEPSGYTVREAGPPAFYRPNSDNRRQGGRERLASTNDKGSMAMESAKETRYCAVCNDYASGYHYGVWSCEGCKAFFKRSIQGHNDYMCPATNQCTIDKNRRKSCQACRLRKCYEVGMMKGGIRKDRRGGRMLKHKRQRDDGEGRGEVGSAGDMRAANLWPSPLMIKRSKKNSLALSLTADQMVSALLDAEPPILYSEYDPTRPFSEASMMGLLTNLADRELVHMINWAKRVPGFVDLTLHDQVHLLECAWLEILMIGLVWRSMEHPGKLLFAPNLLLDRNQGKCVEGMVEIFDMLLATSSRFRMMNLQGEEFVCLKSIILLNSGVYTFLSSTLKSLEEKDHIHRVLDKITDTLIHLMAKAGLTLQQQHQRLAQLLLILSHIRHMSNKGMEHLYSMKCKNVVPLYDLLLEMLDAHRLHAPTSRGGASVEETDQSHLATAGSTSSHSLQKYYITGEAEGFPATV
ERa coact inh: blocks coactivator binding to human estrogen receptor alpha; TR-FRET ER-alpha LBD / SRC-1 peptide, estradiol-bound; 86,000 compounds, 1.7% hits; AID 629; P03372; inhibition, % at 25.6 µM; in the data active = inhibition above about 50%;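 note: 0% = receptor plus peptide control and 100% = peptide only without receptor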
Mac1 fbg enh: enhancers of human CD11b/CD18 binding to fibrinogen; K562 CD11b/CD18 adhesion to fibrinogen, ATPlite luminescence; activation, % at 10 µM; 93,000 compounds, 0.07% hits;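 active = 10 µM primary screen giving 50% or more activity, confirmed by 40% or more on retest at that dose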; note: strong numbers were not always called active
FAK blocker: inhibitors of human focal adhesion kinase. inhibition, %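 (tested at 7 µM)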. 97,000 compounds, 0.84% hits. biochemical FAK kinase activity assay. AID 727; in the data active = inhibition above about 19%;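 note: 0% = DMSO and 100% = reference compound high control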
HIV Rev-RRE inh: disrupts HIV-1 Rev binding to RRE RNA | Rev peptide-RRE RNA binding, FRET | inhibition, % at 8 µM | 97,000 compounds, 0.79% hits | AID 704;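 active = inhibition above the screen-wide mean plus 3 SD, cut at about 35% in these data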;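 note: 0% = median DMSO wells and 100% = median Neomycin B control wells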
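Test system: labelled RRE RNA duplex and labelled Rev peptide. Times: 5 min compound–RNA preincubation, then 15 min with peptide, 25 °C. Doses: single-dose 8 µM. Measured by: FRET, excitation 480 nm, emission 540 nm donor and 671 nm acceptor. Measure: % inhibition of FRET ratio versus controls.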
PLK1 inh: blocks human PLK1 kinase activity. inhibition, % at 10 µM. 97,000 compounds, 0.53% hits. recombinant PLK1 kinase, TR-FRET peptide phosphorylation. AID 619;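 active = inhibition of 50% or more in the single-concentration screen; inactive = inhibition below 50%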;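 note: 0% = DMSO max control and 100% = H-89 dihydrochloride min control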
ERb coact inh: ER-beta (human) coactivator binding inhibition; Q92731; TR-FRET ER-beta LBD / SRC1-Cy5 peptide binding; receptor agonist-loaded with 1 µM estradiol; inhibition, % at 25.6 µM; 86,000 compounds, 1.3% hits; AID 633;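 active = compounds whose percent inhibition of the receptor-coactivator binding signal exceeds about 50% in the single-dose screen, limit read from the data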;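 note: 0% = receptor plus peptide wells without compound and 100% = peptide-only wells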
Target sequence (Q92731 whole entry, looked up, the tested form may be a part): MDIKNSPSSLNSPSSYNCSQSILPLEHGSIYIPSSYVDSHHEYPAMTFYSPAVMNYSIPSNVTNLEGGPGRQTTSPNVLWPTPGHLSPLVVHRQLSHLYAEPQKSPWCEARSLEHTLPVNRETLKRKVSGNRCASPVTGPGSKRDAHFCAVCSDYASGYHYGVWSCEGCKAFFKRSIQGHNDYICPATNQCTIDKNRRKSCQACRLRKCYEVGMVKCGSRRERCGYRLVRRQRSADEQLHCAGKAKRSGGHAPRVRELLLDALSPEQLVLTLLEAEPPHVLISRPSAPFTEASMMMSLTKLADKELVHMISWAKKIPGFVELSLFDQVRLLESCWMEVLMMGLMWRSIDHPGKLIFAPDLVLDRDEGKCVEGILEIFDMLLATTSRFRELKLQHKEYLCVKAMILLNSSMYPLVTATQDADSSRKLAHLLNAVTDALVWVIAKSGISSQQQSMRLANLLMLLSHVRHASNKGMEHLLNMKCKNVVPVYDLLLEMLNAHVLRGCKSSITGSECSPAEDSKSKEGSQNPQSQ
Mac1 fbg inh: inhibitors of human CD11b/CD18 binding to fibrinogen. P05107+P11215. K562 CD11b/CD18 adhesion to fibrinogen, ATPlite luminescence; Mn2+ added to activate the integrin. inhibition, % at 10 µM. 93,000 compounds, 0.54% hits. AID 1497;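 active = primary inhibition of 50% or more at 10 µM, then 40% or more on retest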; note: some results filed as inactive read as strong as hits
* hit, by the source's call; . = no result given; [ ] = dose if it differs, or a comment.

Start of the listing, in advance (four entries):
1. CCOC(=O)CNc1c(-c2ccc(O)cc2)nc2ccccn12
2. NNC(=O)c1nn(-c2ccc(Cl)cc2)ccc1=O
3. CCOC(=O)CC(=O)CSc1nc(C)cc(C)c1C#N
4. CCOC(=O)Cn1cc([N+](=O)[O-])c(OC)n1

Screen / compound no.	1	2	3	4
Plk1 PBD FP	17	3	-15	39
ERa SRC1 pot	123	.	88	.
ERa coact inh	-4	.	7	.
Mac1 fbg enh	-4	2	-2	-1
FAK blocker	-1	2	-2	3
HIV Rev-RRE inh	12	12	3	2
PLK1 inh	-15	-2	-10	-11
ERb coact inh	-7	.	-6	.
Mac1 fbg inh	2	-10	-8	-3

All compounds of this part (from the top)
1. CCOC(=O)CNc1c(-c2ccc(O)cc2)nc2ccccn12
2. NNC(=O)c1nn(-c2ccc(Cl)cc2)ccc1=O
3. CCOC(=O)CC(=O)CSc1nc(C)cc(C)c1C#N
4. CCOC(=O)Cn1cc([N+](=O)[O-])c(OC)n1
5. Fc1ccc(CSc2nsc(SCc3ccc(F)cc3)n2)cc1
6. Cc1c(NC(=O)c2ccc3c(c2)OCO3)cccc1-c1nc2ccccc2s1
7. COC(=O)c1cc(=O)n(CCc2ccccc2)c(=Nc2ccc(F)cc2)s1
8. CC(=O)Nc1nc(-c2cccs2)cs1

Screen / compound no.	1	2	3	4	5	6	7	8
Plk1 PBD FP	17	3	-15	39	2	3	42	-1
ERa SRC1 pot	123	.	88	.	82	.	114	121[fluorescence artefact?]
ERa coact inh	-4	.	7	.	7	.	-10	-4
Mac1 fbg enh	-4	2	-2	-1	-4	-2	4	-2
FAK blocker	-1	2	-2	3	-1	1	-6	-1
HIV Rev-RRE inh	12	12	3	2	21	6	11	13
PLK1 inh	-15	-2	-10	-11	-3	-5	16	-7
ERb coact inh	-7	.	-6	.	14	.	-1	-7[fluorescence artefact?]
Mac1 fbg inh	2	-10	-8	-3	-4	0	-6	-4

9. Cc1noc(C)c1S(=O)(=O)N1CCCC(C(=O)Nc2ccc(Cl)cn2)C1 (stereo not drawn)
10. COCC(=O)NCCSc1c(C)[nH]c2ccccc12
11. CC1CSc2ccccc2NC1=S (stereo not drawn)
12. COc1cccc(/C=C2\C(=O)C(=O)c3ccccc32)c1
13. O=C(OCc1ccc2c(c1)OCO2)c1ccc(S(=O)(=O)N2CCCC2)cc1
14. COc1ccc2c(c1OC)C(=O)NC(C)=C(C(=O)OC(C)(C)C)C2O (stereo not drawn)
15. CC12CCC(C(=O)Nc3cc(Cl)ccc3Cl)(C/C1=N\O)C2(C)C (stereo not drawn)
16. O=C(O)c1cccc(C(=O)Cc2ccccc2)c1

Screen / compound no.	9	10	11	12	13	14	15	16
Plk1 PBD FP	-10	-9	-8	-4	-5	-18	10	12
ERa SRC1 pot	.	131	100	75	94	98	102	101
ERa coact inh	.	-6	-3	0	-17	-2	-5	-27
Mac1 fbg enh	2	-5	.	-3	4	-2	.	.
FAK blocker	5	-3	3	0	0	1	2	1
HIV Rev-RRE inh	6	2	5	5	7	4	-4	4
PLK1 inh	34	1	-13	-5	-6	-9	-11	-12
ERb coact inh	.	13	-9	9	-16	-3	-2	-15[fluorescence artefact?]
Mac1 fbg inh	-6	11	.	-36	12	-2	.	.

17. N=c1sccn1CC(=O)Nc1ccc(Cl)c(S(=O)(=O)N2CCOCC2)c1
18. CC(Sc1nnc(C(F)(F)F)n1C)C(=O)NC(N)=O (stereo not drawn)
19. CCN(CC)C(=O)c1cnn(-c2ccccc2)c1NC(=O)c1cccs1
20. COc1cccc(N2CCN(Cc3cccnc3)CC2)c1
21. Cc1cc(=O)[nH]c(SCC(=O)NCCc2ccccc2)n1
22. Cc1cc(C)c2c(CC(=O)Nc3nccs3)coc2c1
23. Cc1cc(C)n(CC(O)COc2ccc(OCC(O)Cn3nc(C)cc3C)cc2)n1 (stereo not drawn)
24. COc1cc(OC)c(OC)cc1CN(C)CCc1ccccn1

Screen / compound no.	17	18	19	20	21	22	23	24
Plk1 PBD FP	16	-6	-9	.	-7	-14	-17	.
ERa SRC1 pot	99	89	109	111[fluorescence artefact?]	82	84	103	131
ERa coact inh	-6	-5	-15	-11	5[fluorescence artefact?]	9	-3	-3
Mac1 fbg enh	-1	-3	.	0	0	2	.	0
FAK blocker	3	-3	-1	.	3	1	1	.
HIV Rev-RRE inh	11	2	-2	.	0	7	-1	.
PLK1 inh	1	4	-15	.	11	-3	-5	.
ERb coact inh	-6	-4	-13	2	7	-4	4	6
Mac1 fbg inh	-11	-13	.	-12	-28	-2	.	-4

25. Cc1ccc(S(=O)(=O)c2cc3c(=O)n4cccc(C)c4nc3n(CC3CCCO3)c2=N)cc1 (stereo not drawn)
26. O=C(Nc1ccccc1)N(Cc1ccccc1)C1=NCCS1
27. COC(=O)CNc1nc(C2CC2)nc2c1nnn2Cc1ccccc1Cl
28. CCOC(=O)N1CCN(C(=O)c2ccc3nc4ccc(Cl)cc4c(=O)n3c2)CC1
29. COc1cc(OC)cc(C(=O)Nc2ccc(S(=O)(=O)N(C)C)cc2)c1
30. CC(=O)c1cccc(NC(=O)CSc2nnc(-c3cccnc3)o2)c1
31. CCn1c(/N=C/c2c[nH]c3ccccc23)nc2ccccc21
32. CC(=O)c1c(N2CCCCC2)nc(=S)n(Cc2ccccc2)c1C

Screen / compound no.	25	26	27	28	29	30	31	32
Plk1 PBD FP	.	-12	10	21	16	8	5	-12
ERa SRC1 pot	290*	106	115	129	143	103	73[fluorescence artefact?]	.
ERa coact inh	-30	-6	1	-6	4	-5	-2	.
Mac1 fbg enh	-2	-2	.	-3	1	.	0	2
FAK blocker	.	-2	12	-1	1	0	-1	-11
HIV Rev-RRE inh	.	3	10	3	6	3	14	5
PLK1 inh	.	-8	-13	-11	-8	-6	-34	-7
ERb coact inh	3[fluorescence artefact?]	-9	2	-8	-1[fluorescence artefact?]	-13	-5[fluorescence artefact?]	.
Mac1 fbg inh	5	0	.	-25	-13	.	29	52*

33. Cc1nnc(SCC(N)=O)n1CCc1ccccc1
34. O=C(CCC1CCCC1)N1CCN(C2CCCC2)CC1
35. O=[N+]([O-])c1ccc2c(c1)C(N1CCOCC1)/C(=C/COc1ccc3ccccc3c1Br)O2 (stereo not drawn)
36. COc1ccccc1-n1c(SCC(=O)N2CCCCC2)nnc1-c1ccccc1O
37. COc1ccc(N2CCN(C(=O)CNC(=O)Cn3c(C)cc4ccccc4c3=O)CC2)cc1
38. Cc1ccc(-c2c3c([nH]c(=S)c2C#N)CCCC3)o1
39. CCOc1ccc(S(=O)(=O)NCc2cccs2)cc1
40. O=C(Nc1ccon1)c1cc2c(s1)CCCCCC2

Screen / compound no.	33	34	35	36	37	38	39	40
Plk1 PBD FP	23	.	10	18	34	-34	-1	16
ERa SRC1 pot	88[fluorescence artefact?]	110	.	101	122	76	99	91
ERa coact inh	2	-12	.	-2	-6	29[fluorescence artefact?]	17	-3
Mac1 fbg enh	.	-1	5	-2	-4	52	-1	0
FAK blocker	-1	.	0	0	7	8	0	3
HIV Rev-RRE inh	8	.	2	2	-2	7	5	4
PLK1 inh	-11	.	-8	-13	3	17	-7	-16
ERb coact inh	7	-5	.	1	-4	26	-2	-5
Mac1 fbg inh	.	-20	0	-7	12	-15	-5	-3

Full records as entered above. Screens in order: Plk1 PBD FP, ERa SRC1 pot, ERa coact inh, Mac1 fbg enh, FAK blocker, HIV Rev-RRE inh, PLK1 inh, ERb coact inh, Mac1 fbg inh
CCOc1ccc(S(=O)(=O)NCc2cccs2)cc1 in the list: -1, 99, 17, -1, 0, 5, -7, -2, -5
Cc1ccc(-c2c3c([nH]c(=S)c2C#N)CCCC3)o1 in the list: -34, 76, 29[fluorescence artefact?], 52, 8, 7, 17, 26, -15

Further compounds.
41. COc1ccc(OC)c(-n2nnnc2SCC(=O)Nc2ccc(C(=O)N3CCCCC3)cc2)c1
42. COc1ccc(OC)c(C(=O)COC(=O)c2cc(C)oc2C)c1
43. Cc1ccc(-c2nnc(N3CCCCC3)c3ccccc23)cc1S(=O)(=O)N(C)C
44. O=C(Nc1ccc(-c2nc3ccccc3[nH]2)cc1)c1ccc2c(c1)OCO2
45. Fc1ccc(-c2nc3nc4ccccc4nc3n2Cc2ccco2)cc1
46. Cc1ccccc1-c1nc(CS(=O)(=O)CC(=O)N(C)C2CCCCC2)c(C)o1
47. COc1ccc(CC(=O)Nc2ccc(-c3nnc(-c4ccc(C)cc4)o3)cc2)cc1
48. CCOc1ccc(CSC2=NCCN2)cc1Cl

Screen / compound no.	41	42	43	44	45	46	47	48
Plk1 PBD FP	-5	-18	-2	-25	-6	-5	-2	-45
ERa SRC1 pot	112[fluorescence artefact?]	97	.	.	102	113	359*[fluorescence artefact?]	136
ERa coact inh	6[fluorescence artefact?]	3	.	.	-4	3	8[fluorescence artefact?]	0
Mac1 fbg enh	3	.	.	-1	-4	3	.	.
FAK blocker	4	0	1	15	-7	0	10	4
HIV Rev-RRE inh	10	7	10	13	3	4	13	2
PLK1 inh	-10	-10	-8	-9	-7	-5	-9	4
ERb coact inh	-4[fluorescence artefact?]	3	.	.	-8	-4	16[fluorescence artefact?]	-3
Mac1 fbg inh	4	.	.	3	6	36	.	.

49. Cc1cc(C)n2nc(SCC(=O)N(C)C)nc2n1
50. O=C(NC(=S)Nc1ccc(Br)cn1)c1cncc(Br)c1
51. O=C1NN(c2ccc(Cl)c(Cl)c2)C(=O)/C1=C/c1cccc(OC(=O)c2cccs2)c1
52. Cc1cn(C2OC(COC(=O)c3ccccc3)C(OC(=O)c3ccccc3)C2OC(=O)c2ccccc2)c(=O)[nH]c1=O (stereo not drawn)
53. Cc1ccc(CC2C(=O)N(c3ncccn3)C(=O)C2C)cc1 (stereo not drawn)
54. CCCCC1(Cc2cccc([N+](=O)[O-])c2)C(=O)N(c2ccccc2)N(c2ccccc2)C1=O
55. O=C1C2C3c4ccccc4C(c4ccccc43)[C@@H]2c2nc3ccccc3n21 (stereo partly drawn)
56. Cc1nn(Cc2ccccc2)c(C)c1NC(=O)c1cc2nc(-c3ccco3)cc(C(F)(F)F)n2n1

Screen / compound no.	49	50	51	52	53	54	55	56
Plk1 PBD FP	11	7	5	-9	12	-5	-6	18
ERa SRC1 pot	107	.	66	96	135	.	99	109
ERa coact inh	4	.	51*	9	-5	.	-3	5
Mac1 fbg enh	-6	.	89	.	2	1	-3	-1
FAK blocker	2	4	1	3	0	-2	2	-2
HIV Rev-RRE inh	7	2	11	-2	10	15	-2	1
PLK1 inh	-13	-18	-6	-9	-2	-2	-7	-13
ERb coact inh	-3	.	28	3	-2[fluorescence artefact?]	.	-10	11
Mac1 fbg inh	11	.	-20	.	-3	-14	-1	-6

57. O=C(CNC(=O)c1cccs1)NCC(=O)OCc1cccc(Cl)c1
58. O=C(CN(Cc1ccco1)C(=O)c1cccc(Cl)c1)Nc1c(Cl)cc(Cl)cc1Cl
59. COc1cc(C(=O)OCC(=O)N2CCCC2)cc(OC)c1OC
60. Cc1c(C(=O)NCc2ccc3c(c2)OCO3)oc2ccc(S(=O)(=O)N3CCCCCC3)cc12
61. CCOC(=O)c1sc(NC(=O)C2CC=CCC2C(=O)O)nc1C (stereo not drawn)

Screen / compound no.	57	58	59	60	61
Plk1 PBD FP	1	-25	5	.	-13
ERa SRC1 pot	.	.	116	86[fluorescence artefact?]	177
ERa coact inh	.	.	0[fluorescence artefact?]	11	-15
Mac1 fbg enh	.	.	-3	6	-7
FAK blocker	1	2	-2	.	0
HIV Rev-RRE inh	6	0	6	.	10
PLK1 inh	-1	-10	-15	.	-7
ERb coact inh	.	.	0[fluorescence artefact?]	22	-5
Mac1 fbg inh	.	.	-29	13	2

Screens deposited in PubChem BioAssay by several laboratories.
